Assay outcomes: PubChem, several laboratories
FAS-TE inh – FAS thioesterase domain inhibitors, primary screen, biochemical, fluorescence intensity, uHTS; recombinant FAS-TE, OMFH fluorogenic substrate, fluorescence endpoint; 360,000 compounds, 0.67% hits; AID 602261, 2012; inhibition, % at 15 µM; Fatty acid synthase (Homo sapiens), P49327;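 active means compounds whose normalised, plate-corrected inhibition of enzyme fluorescence in the single-dose primary screen is 50% or more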;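 further: 0% = DMSO with enzyme and 100% = substrate without enzyme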
MT1-MMP act inh – blockers of MT1-MMP proenzyme processing, primary screen, HT1080 RFP-PRO-GFP cells, GFP/RFP fluorescence; Matrix metalloproteinase-14 (Homo sapiens), P50281; GFP/RFP ratio fluorescence, overnight; percent of plate control window, DMSO zero; GFP/RFP ratio change, % at 20 µM; 360,000 compounds, 0.061% hits;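 active means GFP/RFP ratio change of at least 30% with cell ATP level not reduced by more than half and red fluorescence within 50% of control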; further: strong numbers were not always called active
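Assay system: RFP-PRO-GFP reporter HT1080 cells; read-out basis: GFP/RFP fluorescence ratio; benchmarks: DMSO wells and RFP-L50D-GFP cells; doses: 20 µM single dose, 1% DMSO; schedule: overnight cell settling, then overnight compound exposure, 37 °C, 5% CO2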
Rin1-Abl PPI inh – inhibitors of Rin1-Abl protein binding, primary screen, biochemical, TR-FRET | inhibition, % at 7.35 µM | Tyrosine-protein kinase ABL1 (Homo sapiens) + Ras and Rab interactor 1 (Homo sapiens), … | AID 588664, 2011 | 360,000 compounds, 0.4% hits; in the data active means inhibition above about 5%, passing the limit was not always enough
SKN-1 block – suppressors of acrylamide-induced Pgst-4::GFP reporter in worms, primary screen, SKN-1 inhibitor project, whole organism, uHTS, GFP/RFP fluorescence ratio, strain VP596. C. elegans VP596 Pgst-4::GFP/RFP ratio, 24 h. inhibition, % at 21.8 µM. 360,000 compounds, 0.49% hits. AID 624304, 2012;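 active means interference check ratio from 0.5 to 1.5 plus GFP to RFP signal ratio inhibition reaching or exceeding a fixed threshold, cut at about 30% in these data, passing the limit was not always enough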; further: some compounds called inactive have numbers as strong as hits
eLon inh – inhibitors of E. coli Lon protease, primary screen, biochemical, fluorescence polarization | P0A9M0 | purified E. coli Lon protease | inhibition, % at 7.94 µM | 360,000 compounds, 0.42% hits | AID 602123, 2011; in the data active means inhibition above about 13%, passing the limit was not always enough;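 further: 0% = enzyme with probe and DMSO and 100% = no enzyme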
MsrA inh – bovine MsrA enzyme inhibitors, primary screen, biochemical, absorbance, HTS; Methionine sulfoxide reductase A (Bos taurus); purified bovine MsrA, absorbance read-out; inhibition, % at 15.5 µM; 360,000 compounds, 0.75% hits; AID 651718, 2012; in the data active means inhibition above about 4.5%;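 further: 0% = vehicle wells with enzyme and 100% = reference inhibitor wells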
Neddylation inh – inhibitors of cullin neddylation, primary screen, biochemical, TR-FRET, uHTS, NAE and Ubc12 | NEDD8-conjugating enzyme Ubc12 (Homo sapiens) + NEDD8-activating enzyme E1 regulatory … | calls only at 25 µM | 360,000 compounds, 0.58% hits | AID 651699, 2012; in the data active means inhibition above about 36%
NRP1-CendR mod – modulators of CendR peptide binding to NRP-1, primary screen, biochemical, fluorescence polarization, uHTS; 360,000 compounds, 0.85% hits; AID 602438, 2012; inhibition, % at 25 µM; Neuropilin-1 (Homo sapiens), O14786; FAM-RPARPAR peptide binding to NRP-1;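 active means inhibition or corrected inhibition above about 18%, plus a signal ratio from 0.5 to 1.5, limit read from the data, passing the limit was not always enough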; further: strong numbers were not always called active
MsrA act – bovine MsrA enzyme activators, primary screen, biochemical, absorbance, HTS; purified bovine MsrA, absorbance read-out; activation, % at 10.6 µM; 360,000 compounds, 0.3% hits; Methionine sulfoxide reductase A (Bos taurus); AID 602163, 2012; in the data active means activation above about 7.5%;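 further: 0% = vehicle and 100% = reference activator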
* marks the source's active call; other numbers are inactive results; i = inactive; nt = no result given.

compound	FAS-TE inh	MT1-MMP act inh	Rin1-Abl PPI inh	SKN-1 block	eLon inh	MsrA inh	Neddylation inh	NRP1-CendR mod	MsrA act
CCc1cc2c(=O)n(Cc3ccco3)c(SCC(=O)N(C)C3CCS(=O)(=O)C3)nc2s1 (centres undefined)	2	1	-3	1	-2	0.2	i	-15	-1
COc1ccc(CCNc2c([N+](=O)[O-])c(=O)oc3ccccc23)cc1OC	1	2	-3	22	-6	2.1	i	-2	-3
O=C1C2C3C=CC(C3=C(c3ccccc3)c3ccccc3)C2C(=O)N1Cc1ccccc1 (centres undefined)	25	-3	-5	-2	7	0.9	i	8	0
CCc1sc(C(=O)NCc2ccccc2)cc1C	4	1	0	-5	-8	0.8	i	-4	-6
O=C(OCc1cc(=O)n2ccsc2n1)c1ccccc1O	-6	-3	4	-2	-5	0.1	i	6	-6
C=CCNC(=S)N/N=C/c1ccc(OCc2ccccc2)cc1	1	-1	-1	1	-8	0.9	i	-8	-4
COc1ccccc1N1CCN(/N=C/c2cccc(OC)c2OC)CC1	9	5	2	-14	-5	-1.6	i	-5	-6
O=C(COC(=O)COc1ccc(Br)cc1)NCc1ccc2c(c1)OCO2	-7	0	-1	10	-7	-0.5	i	1	0
CCC(CC)c1nnc(NC(=O)c2ccco2)s1	-11	1	7	0	3	1.8	i	-5	-12
CS(=O)(=O)N(CC(=O)NC1CCCCCC1)Cc1ccc(Cl)cc1	9	16	-3	29	4	-0.5	i	7	2
CCC(C)[C@H](NC(=O)[C@H](Cc1ccccc1)n1c(=O)[nH]c2ccccc2c1=O)C(=O)N1CCC[C@@H]1C(=O)O (some centres undefined)	0	-3	1	-11	-5	0.1	i	0	1
CCCCNC(=O)C1C(c2ccc(OC)cc2)=Nc2ccccc2N1C(=O)c1cccnc1 (centres undefined)	nt	3	nt	-5	nt	2.5	i	-9	nt
CC1=CC(C)C2C(=O)N(O)C(=O)C2C1 (centres undefined)	-10	3	0	12	-5	-0.5	i	8	1
COc1cc(Cl)cc(/C=N\NC(=O)c2ccc3c(c2)OCO3)c1O	5	12	-3	-7	-17	2.2	i	-9	-8
COc1ccc(C2CC(c3ccccc3OC(C)=O)=NN2C(=O)/C=C/c2ccccc2)cc1 (centres undefined)	30	1	-2	14	1	3.9	i	0	-2
O=C(NCc1ccco1)c1csc2c1CCCCC2	-2	-6	2	-6	8	-0.2	i	-2	-6
CCCC(=O)Nc1nnc(SCC(=O)Nc2ccc3c(c2)OCCO3)s1	-7	-1	1	12	4	0.1	i	-6	-6
CCOC(=O)c1cc(-c2ccc(F)cc2)n(CC(=O)NCc2ccccn2)c1C	-8	-1	3	-5	-6	-0.9	i	-7	-9
COc1ccc(OC)c(-n2c(SCC(=O)NCc3ccco3)nnc2-c2c[nH]c3ccccc23)c1	5	4	-1	0	-4	-0.2	i	3	0
CCOc1ccccc1C1CC(=O)NC2=C1C(=O)CCC2 (centres undefined)	1	-1	0	-4	-1	-1.1	i	9	-10
CCN(CC)C(=O)CSc1ccc(C(F)(F)F)cc1[N+](=O)[O-]	-7	0	-1	2	9	1.2	i	2	-9
CC(C)CSc1nc2ccccc2n1CC(N)=O	-6	4	3	-2	-10	-0.2	i	3	-1
Cc1cc(NC(=O)CCC(=O)N(Cc2ccc(F)cc2)C(C(=O)NC2CCCC2)c2ccco2)no1 (centres undefined)	0	3	3	5	0	-0.9	i	-3	-1
COc1ccc(N2CCN(c3ccc(N)cc3C#N)CC2)cc1	-2	2	-2	20	1	0.5	i	-3	-4
COc1ccc(C2=CC(c3ccc(C)cc3)n3nnnc3N2)cc1 (centres undefined)	13	-74	1	19	16	nt	nt	1	3
CCc1ccc(O)c(N=Cc2cccc(C)c2O)c1	-2	-49	1	2	-1	-0.7	i	-75	0
CCOc1ccc(C(=O)NNC(=O)CNC(=O)c2ccc(C)s2)cc1OC	-7	0	6	9	-7	0.0	i	9	4
COc1ccccc1C(=O)COC(=O)c1c(-c2ccccc2)noc1C	32	-11	-6	5	4	1.4	i	6	-2
O=C1NCCN1CCNS(=O)(=O)c1ccc(F)cc1	-4	-1	-2	2	-8	1.1	i	-3	-5
CCc1ccc(-c2cc(C)no2)cc1S(=O)(=O)NCCc1ccc(OC)c(OC)c1	3	-5	4	11	-15	0.3	i	4	-1

Only Neddylation inh (4 entries from above):
mol,Neddylation inh
C=CCNC(=S)N/N=C/c1ccc(OCc2ccccc2)cc1,i
COc1ccccc1N1CCN(/N=C/c2cccc(OC)c2OC)CC1,i
O=C(COC(=O)COc1ccc(Br)cc1)NCc1ccc2c(c1)OCO2,i
CCC(CC)c1nnc(NC(=O)c2ccco2)s1,i

One compound at a time, from the list above:
`COc1ccc(N2CCN(c3ccc(N)cc3C#N)CC2)cc1` is listed as FAS-TE inh: -2; MT1-MMP act inh: 2; Rin1-Abl PPI inh: -2; SKN-1 block: 20; eLon inh: 1; MsrA inh: 0.5; Neddylation inh: i; NRP1-CendR mod: -3; MsrA act: -4
`CC(C)CSc1nc2ccccc2n1CC(N)=O` is listed as FAS-TE inh: -6; MT1-MMP act inh: 4; Rin1-Abl PPI inh: 3; SKN-1 block: -2; eLon inh: -10; MsrA inh: -0.2; Neddylation inh: i; NRP1-CendR mod: 3; MsrA act: -1

More entries.
compound	FAS-TE inh	MT1-MMP act inh	Rin1-Abl PPI inh	SKN-1 block	eLon inh	MsrA inh	Neddylation inh	NRP1-CendR mod	MsrA act
CC(=O)Nc1cc(-c2ccc(S(C)(=O)=O)cc2)cn2c(-c3ccc(F)cc3)cnc12	34	-14	1	-5	-8	-0.1	i	-12	-15
O=C(O)CC(CNC(=O)C1CCCN1C(=O)OCc1ccccc1)c1ccccc1 (centres undefined)	-5	-2	2	5	-1	0.1	i	-2	-5
CC(=O)c1c(O)c(C)c(O)c2c1OC1=CC(=O)/C(=C(/C)N)C(=O)C12C (centres undefined)	15	-3	-2	10	-4	0.0	i	-5	-7
Cc1ccc2nc(C3CCCCC3)c(Cc3ccsc3)n2c1	5	5	nt	-3	-12	1.6	i	1	-13
Cc1ccc(C)c(S(=O)(=O)NCc2cccnc2)c1	-4	-1	3	5	-6	-1.3	i	-12	1
CCCc1cc(C(=O)N2CCCN(C)CC2)cs1	-8	0	-2	1	-8	-0.7	i	3	-2
C/C(=N\NC(=O)c1ccn(C)n1)c1ccco1	-7	-1	1	-12	3	0.7	i	-3	-2
Cc1ccc(-n2nnnc2Sc2nc([N+](=O)[O-])nn2C)cc1C	-2	-1	0	21	7	-0.6	i	6	6
COCCCN=Cc1c(C)[nH]n(-c2ccc(Br)c(C)c2)c1=O	1	7	0	12	-4	0.3	i	-17	9.3*
O=C1c2cccc3cccc(c23)C(=O)N1CCO	-4	1	-6	3	12	3.5	i	-13	-2
COc1ccc(NC(=O)CN2C(=O)NC3(CCCCCCC3)C2=O)cc1	-2	5	1	12	6	0.6	i	-16	-5
O=CN1CCN(C(=O)c2ccc([N+](=O)[O-])cc2)CC1	-13	2	0	-1	-11	1.3	i	6	1
CCn1c(C)nc2cc(S(N)(=O)=O)ccc21	-8	14	3	7	-9	1.0	i	3	-3
O=S(=O)(c1ccccc1F)N(Cc1ccco1)Cc1nnc(-c2ccccc2Br)o1	18	-5	-2	-16	-8	-0.6	i	0	-5
C=CCNC(=O)CSc1nc2sc3c(c2c(=O)n1CCCOC)CCC3	-6	4	-2	-9	-10	2.0	i	1	-6
CC(C)Oc1ccc(S(=O)(=O)N2CCCCC2)cc1NC(=O)C1CCC1	6	2	1	10	4	0.7	i	5	-3
O=c1[nH]c2ccsc2c(=O)n1-c1ccc(F)cc1	-6	-2	-3	4	-3	-0.1	i	-8	-1
O=C(O)Cc1ccc(NC(=O)c2ccc(NC(=O)c3ccco3)cc2)cc1	-6	2	-1	7	-5	-0.2	i	-16	-1
CNC(=O)C[C@H]1C(=O)N(CCc2ccccc2)C[C@@H]1CSC	-4	0	0	5	7	0.4	i	-14	-6
CCN1CCN(c2ccc(S(=O)(=O)N3CCCCC3)cc2NC(=O)c2ccccc2)CC1	-6	5	2	5	-1	0.9	i	-4	-5
COC(=O)N1N=C(c2ccc(Br)cc2)CC1(O)C(F)(F)F (centres undefined)	-8	-2	0	7	-4	-0.6	i	13	-4
c1ccc(-n2nnnc2-c2cccnc2)cc1	-7	1	-7	-3	-13	0.3	i	10	-5

Reprinted at random: 5 entries already listed, in no set order.
compound	FAS-TE inh	MT1-MMP act inh	Rin1-Abl PPI inh	SKN-1 block	eLon inh	MsrA inh	Neddylation inh	NRP1-CendR mod	MsrA act
CCn1c(C)nc2cc(S(N)(=O)=O)ccc21	-8	14	3	7	-9	1.0	i	3	-3
COc1ccc(NC(=O)CN2C(=O)NC3(CCCCCCC3)C2=O)cc1	-2	5	1	12	6	0.6	i	-16	-5
Cc1ccc(C)c(S(=O)(=O)NCc2cccnc2)c1	-4	-1	3	5	-6	-1.3	i	-12	1
O=C(O)Cc1ccc(NC(=O)c2ccc(NC(=O)c3ccco3)cc2)cc1	-6	2	-1	7	-5	-0.2	i	-16	-1
CNC(=O)C[C@H]1C(=O)N(CCc2ccccc2)C[C@@H]1CSC	-4	0	0	5	7	0.4	i	-14	-6
